Compound activity from PubChem.
SMN2 splice up – enhancers of SMN2 splice variant expression. HEK293 SMN2-luciferase splicing reporter, luminescence, 30-36 h. Potency, µM (highest dose often 46.1 µM), for inactives: at the top dose activity change, positive = activation, usual class: activators. 210,000 tested, 2.8% active; note: % of control where 0% means no effect; nearly all actives have a fitted effect of over 55% in size
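HEK293 cells carry an SMN2 minigene-luciferase reporter in which exon 7 inclusion puts luciferase in frame. Cells were seeded at 2000 cells/well, attached for 10-12 hours, then exposed to compounds for 30-36 hours at 37C before ONE-Glo luminescence.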
GAA glycogen mod – inhibitors or activators of human alpha-glucosidase glycogen cleavage | Potency, µM (series often up to 76.4 µM), without a hit: top-dose activity change, negative = inhibition, actives largely listed as inhibitors | recombinant GAA, glycogen substrate, Amplex Red glucose oxidase fluorescence | 300,000 tested, 0.38% active | P10253;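 note: 0% = full enzyme reaction and -100% = no-enzyme basal signal; the screen sought inhibitors and activators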
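Recombinant human enzyme (4 nM); glycogen substrate; 37 C, 40 min, pH 5.0. Readout: coupled glucose oxidase/Amplex Red fluorescence.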
Starred values were filed as active, the others as inactive; u = inconclusive; & = joins results of further samples; [ ] = dose if it differs, or a comment. Calls come from the whole dose curve; as a rule, active = well fitted curve in the direction sought with a large enough effect; inconclusive = small, poorly fitted or top-dose-only effect, or another doubt; inactive = no such curve, though single readings can be large; an effect the other way counts as inactive or inconclusive. Potency is the fitted concentration of half-maximal effect.

mol	SMN2 splice up	GAA glycogen mod
CCCCc1cc(=O)oc2cc(C)c3c(C(C)(C)C)coc3c12	2.2%	2.7%[76.3 µM]
O=C1OCC2=C1C(c1cccc(Cl)c1)CC(=O)N2c1ccc(C(F)(F)F)cc1 (configuration not stated)	-12.4%	-1.5%[76.3 µM]
CCOc1ccc(NC(=O)CN(C)S(=O)(=O)c2ccc3c(c2)c(=O)n(C)c(=O)n3C)cc1	-2.9%	12.5%[76.3 µM]
COc1cc(C2NC(=O)c3c(sc4c3CCN(C)C4)N2)cc(Br)c1OC(=O)c1ccc(C)cc1 (configuration not stated)	-0.1%	-5.5%[76.3 µM]
CCNC(=O)c1c(NC(=O)Cc2coc3cc(C)ccc23)sc2c1CCCC2	-8.4%	-5.1%[76.3 µM]
CCOC(=O)c1ccc(NC(=O)Cn2c(=O)n(-c3ccc(C)cc3)c(=O)c3c2cnn3C)cc1	-2.7%	-11.2%[76.3 µM]
Clc1ccccc1-c1nnc(COc2ccccc2)o1	12.6µM*	-7.1%[76.3 µM]
O=C(CCS(=O)(=O)c1cc(Br)cc2c1N(C(=O)C1CC1)CC2)N1CCN(c2ccccc2)CC1	-5.0%	-4.7%[76.3 µM]
CCOc1nc(-c2ccc(C)cc2)ccc1-c1noc(-c2ccccc2F)n1	7.6%	14.7%[76.3 µM]
Cc1ccc(C)c(S(=O)(=O)c2cnc(SCC(=O)Nc3ccc(F)cc3F)[nH]c2=O)c1	-2.4%	-16.3%[76.3 µM]
CC(=O)c1nn(-c2ccc(OC(F)(F)F)cc2)nc1Nc1ccccc1	u	16.2%[76.3 µM]
CCOC(=O)c1c(NC(=O)C2c3ccccc3Oc3ccccc32)sc2c1CCC(CC)C2 (configuration not stated)	7.9%	7.4%[76.3 µM]

An excerpt from above in order of SMILES length, lowest first:
mol	SMN2 splice up	GAA glycogen mod
Clc1ccccc1-c1nnc(COc2ccccc2)o1	12.6µM*	-7.1%[76.3 µM]
CC(=O)c1nn(-c2ccc(OC(F)(F)F)cc2)nc1Nc1ccccc1	u	16.2%[76.3 µM]
CCOC(=O)c1c(NC(=O)C2c3ccccc3Oc3ccccc32)sc2c1CCC(CC)C2 (configuration not stated)	7.9%	7.4%[76.3 µM]

Next section:
mol	SMN2 splice up	GAA glycogen mod
CCOc1ccc(Nc2c(S(=O)(=O)c3ccc(C)cc3)cnc3ccc(F)cc23)cc1	-11.2%	-22.7%[76.3 µM]
Cc1ccc(Cl)cc1Nc1nc2ccccc2c2nncn12	5.9%	11.5%[76.3 µM]
COc1ccc(NC(=O)CSc2oc(-c3cccs3)nc2S(=O)(=O)c2ccc(Br)cc2)c(OC)c1	3.5%	0.8%[76.3 µM]
CN(Cc1nc(-c2ccc(Cl)cc2)no1)S(=O)(=O)c1ccccc1	-2.8%	-10.6%[76.3 µM]
Cc1cc(C)c2c(=O)cc(C(=O)Nc3ccc(S(=O)(=O)Nc4onc(C)c4C)cc3)oc2c1	-2.1%	-1.9%[76.3 µM]
Cc1ccc(S(=O)(=O)c2cn(CC(=O)Nc3cccc(Cl)c3)c3ccccc3c2=O)cc1	-8.3%	0.2%[76.3 µM]
O=C(c1c[nH]c2ccc(S(=O)(=O)Nc3ccccc3F)cc2c1=O)N1CCCCCC1	11.3%	11.6%[76.3 µM]
CC(C)COc1ccccc1C1CC(=O)Nc2cc3c(cc21)OCO3 (configuration not stated)	-32.0%[inhibitor]	-9.2%[76.3 µM]
Cc1nc(CC(=O)Nc2cccc(C)c2C)cs1	4.1%	-14.9%[76.3 µM]
CCOC(=O)C1CCN(c2nc3c(S(=O)(=O)c4ccccc4)nnn3c3ccc(Cl)cc23)CC1	3.1%	-6.7%[76.3 µM]
CCOc1ccc2c(c1)c(=O)c(S(=O)(=O)c1ccc(C)cc1)cn2CC(=O)Nc1ccc(C)cc1	-5.6%	-4.1%[76.3 µM]
Cc1ccc(C)c(NC(=O)Cn2c(=O)n(Cc3ccco3)c(=O)c3ccc(C(=O)NC4CCCC4)cc32)c1	-3.0%	18.0%[76.3 µM]
COc1ccc(Nc2nc3ccc(C)cc3nc2-n2nc(C)cc2C)cc1Cl	-7.3%	-9.1%[76.3 µM]
COCCOC(=O)c1c(C)n(S(=O)(=O)c2ccc(C)cc2)c2ccc(NS(=O)(=O)c3ccc(C)cc3)cc12	20.5%	-2.4%[76.3 µM]
O=C1c2ccccc2-c2onc3c(N4CCN(C5CCCCC5)CC4)cc(NCCO)c1c23	-0.1%	4.0%[76.3 µM]
COC(=O)c1c(NC(=O)CCCOc2ccc(C)cc2)sc2c1C(C(=O)OC)CC2 (configuration not stated)	-50.4%[inhibitor]	2.8%[76.3 µM]
CCOc1ccc2nc(N3CCCC(C(=O)Nc4cccc(Cl)c4C)C3)sc2c1 (configuration not stated)	7.94µM*	-2.4%[76.3 µM]
COc1ccc(S(=O)(=O)Nc2cc3c(cc2NCc2ccccc2)n(C)c(=O)n3C)cc1OC	3.55µM*	u
Cc1ccc(-c2nnc(SCC(=O)N3CCc4ccccc43)o2)cc1	0.1%	0.9%[76.3 µM]
Cc1ccccc1C(=O)Nc1c(C(=O)Nc2cccc(F)c2)oc2ccccc12	5.8%	7.9%[76.3 µM]
Cc1ccccc1NC(=O)C1CCN(C(=O)c2cnn(-c3ccccc3)c2-n2cccc2)CC1	0.9%	12.6%[76.3 µM]
CCOC(=O)C1CCCN(C(=O)c2ccc3c(c2)N(Cc2ccccc2)C(=O)c2ccccc2S3(=O)=O)C1 (configuration not stated)	u	-12.7%[76.3 µM]
Cc1ccc2oc(=O)c3cc(C(=O)NCc4ccc(Cl)cc4)sc3c2c1	8.6%	18.8%[76.3 µM]
Cc1ccc2c(=O)cc(C(=O)Nc3ccc(S(=O)(=O)N4CCCCC4C)cc3)oc2c1C (configuration not stated)	13.6%	11.9%[76.3 µM]
COc1cccc(CNC(=O)CN(C)S(=O)(=O)c2ccc3c(c2)c(=O)n(C)c(=O)n3C)c1	-6.1%	5.0%&-8.2%[76.3 µM]
CCc1ccc(S(=O)(=O)c2cn(CC(=O)Nc3ccc(F)c(Cl)c3)c3ccccc3c2=O)cc1	-12.9%	12.7%[76.3 µM]
COc1ccccc1CNc1cc(-c2ccccc2)nc2nncn12	-14.2%	2.8%[76.3 µM]
Cc1ccc(Sc2c(C)nn(C(C)(C)C)c2OC(=O)C(C)(C)C)cc1	-1.7%	0.8%[76.3 µM]
CCc1ccc(N(CC)C(=O)Cn2nc(Cc3cccnc3)c3ccccc3c2=O)cc1	4.5%	4.5%[76.3 µM]
COc1cccc(NC(=O)c2sc3nc(C)c(C(=O)Nc4ccc(C)cc4C)c(-c4sccc4C)c3c2N)c1	4.6%	7.0%[76.3 µM]
O=C(NCc1ccc(F)cc1)c1ccc(Cn2c(SCc3ccc(F)cc3)nc3cccnc32)cc1	-12.4%	11.2%[76.3 µM]
Cc1ccc(Cn2nnc3c(=O)[nH]c(C4CCN(C(=O)Cc5ccccc5F)CC4)nc32)cc1	-2.7%	4.7%[76.3 µM]
CC(=O)Nc1ccc(NS(=O)(=O)c2cc(Br)cc3c2N(C(=O)C2CC2)CC3)cc1	3.1%	11.6%[76.3 µM]
C[C@H](NC(=O)OC(C)(C)C)c1nnc(SCc2ccc(Cl)cc2Cl)o1	-62.5%[inhibitor]	6.1%[76.3 µM]
CCOc1cc2sc(N3CCC(C(=O)Nc4ccc(C)cc4)CC3)nc2cc1Br	15.8µM*	2.7%[76.3 µM]
Cc1ccc(Oc2c(C(F)(F)F)oc3cc(OCC(=O)NC4CCCCC4)ccc3c2=O)cc1	4.2%	6.8%[76.3 µM]
CCOCCCn1c(=N)c(C(=O)NCc2cccnc2)cc2c(=O)n3ccccc3nc21	-11.9%	-10.4%[76.3 µM]
Cc1nc2ccc(S(=O)(=O)NC(CC(C)C)C(=O)NCc3ccc(Cl)cc3)cc2s1 (configuration not stated)	-9.3%	16.2%[76.3 µM]
COc1ccc(-n2nc(C(=O)Nc3ccc(C)cn3)c3c4ccccc4n(C)c3c2=O)cc1	-3.1%	1.4%[76.3 µM]
Cc1c(CNC(C)c2ccccc2)c(C(=O)O)c(C)n1Cc1c(F)cccc1Cl (configuration not stated)	-6.7%	5.2%[76.3 µM]
CC1CCCN(Cc2nc3c(c(=O)n(C)c(=O)n3C)n2Cc2ccc(Cl)cc2)C1 (configuration not stated)	-1.7%	17.4%[76.3 µM]
CCOc1ccc(NC(=O)c2cnc3ccccn3c2=O)cc1	3.3%	-2.2%[76.3 µM]
Cc1ccc(-n2c(=O)c3ccc(C(=O)NCc4ccco4)cc3n(CC(=O)Nc3ccc(C)c(F)c3)c2=O)cc1	-1.3%	4.6%[76.3 µM]
Cn1c(=O)c2cc(C(=O)N3CCN(c4ccc(Cl)cc4)CC3)sc2c2ccccc21	4.5%	10.9%[76.3 µM]
CSCCC(NS(=O)(=O)c1ccc2c(c1)oc(=O)n2C)C(=O)Nc1ccc(Cl)cc1 (configuration not stated)	12.4%	2.1%[76.3 µM]
O=C(NCC1(c2ccccc2)CCCC1)C(=O)Nc1cccc(Br)c1	2.0%	9.7%[76.3 µM]
CCOc1ccccc1NC(=O)Cn1c(=O)n(Cc2ccccc2)c(=O)c2cccnc21	10.7%	-7.4%[76.3 µM]
Cc1ccc2c(c1)c(=O)c(C(=O)c1ccccc1)cn2Cc1ccccc1F	-2.2%	12.7%[76.3 µM]
O=C(Nc1nc2nc(-c3ccccc3)cc(=O)n2[nH]1)c1ccc(Cl)cc1	1.9%	13.0%[76.3 µM]
CCOC(=O)c1c(NC(=O)c2nc(SC(C)C)ncc2Cl)sc2c1CCCC2	11.1%	12.4%[76.3 µM]
COc1ccccc1C1CC(=O)N(c2cccc(C(F)(F)F)c2)C2=C1C(=O)OC2 (configuration not stated)	-0.3%	0.1%[76.3 µM]
COc1cccc(NC(=O)/C(C#N)=C/c2c(C)n(Cc3ccc(Cl)cc3)c3ccccc23)c1	-26.7%	10.1%[76.3 µM]
COc1ccc(CCNC(=O)c2ccc3c(c2)N(Cc2cccc(C)c2)C(=O)c2ccccc2S3(=O)=O)cc1OC	u	-19.3%[76.3 µM]
CCCSc1ncc(Cl)c(C(=O)Nc2ccc(S(=O)(=O)N(C)c3ccccc3)cc2)n1	1.0%	-12.4%[76.3 µM]
Cc1cc(OCC(=O)N(Cc2ccc(N(C)C)cc2)CC2CCCO2)ccc1Cl (configuration not stated)	4.5%	-12.2%[76.3 µM]
CCOc1cc(C(Nc2cc(C)ccn2)c2ccc3cccnc3c2O)ccc1OC (configuration not stated)	-71.4%[inhibitor]	-24.4%[76.3 µM]
Cc1ccc(-c2nc3cc(Cl)ccc3o2)cc1NC(=O)c1cc([N+](=O)[O-])ccc1N1CCOCC1	-4.7%	-10.7%[76.3 µM]
CCC(=O)N1CCc2cc(Br)cc(S(=O)(=O)CCC(=O)N3CCN(c4ccc(OC)cc4)CC3)c21	-3.4%	9.5%[76.3 µM]
Cc1ccc(C)c(NC(=O)CCS(=O)(=O)c2cccc3nsnc23)c1	2.4%	0.1%[76.3 µM]
CCOc1ccc2nc(N3CCCC(C(=O)Nc4ccc(OC)cc4)C3)sc2c1 (configuration not stated)	21.8%	11.6%[76.3 µM]

Next part
mol	SMN2 splice up	GAA glycogen mod
COc1cccc(CN(C(=O)c2oc3cc(C)ccc3c2C)C2CCS(=O)(=O)C2)c1 (configuration not stated)	-0.8%	-11.8%[76.3 µM]
CCc1ccccc1NC(=O)Cn1c(=O)n(Cc2ccco2)c(=O)c2sc3ccccc3c21	-6.9%	-7.7%[76.3 µM]
CCn1cc(C(=O)OCC(=O)Nc2cc(Cl)ccc2C)c(=O)c2ccc(C)nc21	0.5%	10.0%[76.3 µM]
Cc1cccc(-c2nnn3c2nc(NCc2ccccc2)c2ccccc23)c1	14.4%	8.6%[76.3 µM]
CCCCC(CC)CNC(=O)CCCc1nnc2n(CCC)c(=O)c3sccc3n12 (configuration not stated)	3.9%	2.3%[76.3 µM]
COc1ccc2oc(=O)c(C(=O)N3CCN(c4cc(Cl)ccc4Cl)CC3)cc2c1	2.0%	-5.8%[76.3 µM]
CCCCN(CC)C(=O)c1cc2c(=O)n3cccc(C)c3nc2s1	6.2%	-7.1%
Nc1nonc1-c1nc2ccccc2n1Cc1ccc(Br)cc1	8.1%	13.7%[76.3 µM]
CCOC(=O)c1c(NC(=O)COc2ccc(C(C)(C)C)cc2)sc2c1CCCC2	-7.1%	-15.9%[76.3 µM]

These rows are one share of the data; count on the stated rates, not on these rows.
